12-LOX inh – inhibitors of human 12S-lipoxygenase ALOX12 | purified 12hLO, xylenol orange hydroperoxide absorbance | 1.1% of 580,000 active | Potency, µM (doses to about 108 µM), inactives show top-dose activity change, negative = inhibition, hits mostly inhibitors | P18054; active means well fitted inhibition curve with a large enough effect; inconclusive means small, poorly fitted or top-dose-only effect, or another doubt; inactive means no such curve, though single readings can be large or run the other way
Target sequence (P18054 whole entry, looked up): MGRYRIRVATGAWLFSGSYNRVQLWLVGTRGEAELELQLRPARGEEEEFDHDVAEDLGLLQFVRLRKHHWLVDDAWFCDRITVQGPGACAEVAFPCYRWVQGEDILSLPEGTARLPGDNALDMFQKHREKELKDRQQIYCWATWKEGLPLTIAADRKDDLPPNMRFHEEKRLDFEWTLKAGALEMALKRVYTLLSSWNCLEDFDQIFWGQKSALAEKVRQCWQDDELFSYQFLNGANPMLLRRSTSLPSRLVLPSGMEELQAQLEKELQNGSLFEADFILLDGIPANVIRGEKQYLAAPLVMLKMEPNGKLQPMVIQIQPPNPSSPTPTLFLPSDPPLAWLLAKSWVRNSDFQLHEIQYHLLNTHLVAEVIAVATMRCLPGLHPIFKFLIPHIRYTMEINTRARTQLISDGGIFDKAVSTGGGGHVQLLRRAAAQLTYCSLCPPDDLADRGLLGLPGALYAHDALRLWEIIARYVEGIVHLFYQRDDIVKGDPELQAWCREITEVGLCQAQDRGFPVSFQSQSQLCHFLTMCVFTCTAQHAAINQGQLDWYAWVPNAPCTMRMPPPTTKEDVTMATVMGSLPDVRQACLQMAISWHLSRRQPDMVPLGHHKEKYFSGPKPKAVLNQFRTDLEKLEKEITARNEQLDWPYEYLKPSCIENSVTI
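Purified human 12hLO at 150 nM in 25 mM Hepes, 0.01% Triton X-100, pH 7.0, preincubated 15 min at room temperature with compound. Reaction started with 40 uM arachidonic acid, 30 min at room temperature. Hydroperoxide measured by Fe-xylenol orange, 573/405 nm absorbance ratio.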
Starred values were filed as active, the others as inactive; [ ] = dose if it differs, or a comment. On the % scale 0 is the no-effect control and ±100 the full control effect; potency means the concentration at half of the fitted maximal effect. This is a subset; rates above refer to the full screens.

Results for COc1cccc(CNC(=O)[C@@H]2C[C@@H](O)CN2C2CCN(C(=O)c3ccc(OC)cc3OC)CC2)c1 ?
12-LOX inh: -3%

How did CC[C@H]1CN(S(=O)(=O)c2ccccc2)CC[C@H]1CC(=O)N(C)CC#N do in these assays?
12-LOX inh: 2%[176 µM]

What do the screens show for `Clc1ccc(CN2CCN(c3ncc(Cc4ccccc4)cn3)CC2)c(Cl)c1`?
12-LOX inh: -4%

How did Cc1coc2cc3o/c(=N/O)c(Cc4ccccc4)c(C)c3cc12 do in these assays?
12-LOX inh: inconclusive

What do the screens show for `COCCNC(=O)C1CCN(c2nc3ccccc3o2)CC1`?
12-LOX inh: 2%

Results for CCCCCC(=O)N1CC[C@@H](CC(=O)N(C)CCC#N)[C@@H](CC)C1 ?
12-LOX inh: 59%[activator][176 µM]

How did COc1cccc(-c2noc(CC3CCN(C(=O)COc4cccc(C)c4)CC3)n2)c1 do in these assays?
12-LOX inh: inconclusive

What do the screens show for `COc1ccc(CNC(=O)c2cc(C(C)C)nc3onc(C)c23)cc1OC`?
12-LOX inh: -10%

Results for COC(=O)c1cccc(OCCCN2CCC(C(O)(c3ccccc3)c3ccccc3)CC2)c1 ?
12-LOX inh: inconclusive

What do the screens show for `NC1CCN(C(=O)C2CCCN(c3nc(-c4ccccc4)nc4c3CCC4)C2)CC1` (configuration not stated)?
12-LOX inh: 50%[activator]

How did O=S(=O)(c1ccc2nc(N3CCN(c4ccc(F)cc4)CC3)ccc2c1)N1CCOCC1 do in these assays?
12-LOX inh: inconclusive

What do the screens show for `COc1ccc(NC(=O)CN(C)C(=O)c2ccc(-c3ccc(Cl)cc3)o2)cc1`?
12-LOX inh: inconclusive

How did CCn1cc(C(CC(=O)N2CCC(C)CC2)c2cccc(Cl)c2)c2ccccc21 (configuration not stated) do in these assays?
12-LOX inh: 28%

What do the screens show for `CCc1noc(-c2nc(-c3cccc(F)c3)no2)n1`?
12-LOX inh: 11%

How did Cc1nnc(SCc2nnc(-c3ccc(F)cc3)o2)n1-c1ccccc1 do in these assays?
12-LOX inh: inconclusive

Results for O=C(CC12CC3CC(CC(Br)(C3)C1)C2)NCc1cc(F)cc(F)c1 ?
12-LOX inh: 2%

Results for N#CCCn1c(=O)c(CCc2ccccc2)nc2cnc(Nc3ccccc3)nc21 ?
12-LOX inh: -9%

Results for COC(=O)[C@@H]1Cc2c([nH]c3ccccc23)[C@H]2C[C@@H](NCCNC(C)=O)C[C@@H](c3ccc(-c4ccccc4)cc3)N21 ?
12-LOX inh: 74%[activator]

What do the screens show for `CN(C)C(=O)C1CN(C(=O)Nc2cccc(C(F)(F)F)c2)CC12CCOCC2` (configuration not stated)?
12-LOX inh: 27%

Results for Nc1ccc(/C=C/c2ccccc2)cc1 ?
12-LOX inh: 1%

Results for CC1CC(C)CN(C(=O)CCC(=O)O)C1 (configuration not stated) ?
12-LOX inh: -2%

How did O=C(Nc1ccccc1F)N1CCN(c2ccc(Cl)cc2)CC1 do in these assays?
12-LOX inh: -12%

Results for Cc1cc(NCc2ccccn2)n2ncc(-c3ccc(F)cc3)c2n1 ?
12-LOX inh: 37%[activator]

Results for Cc1cccc(NC(=O)Cn2nc(-c3cccc([N+](=O)[O-])c3)c3ccccc3c2=O)c1 ?
12-LOX inh: -2%

Results for Cc1cnn(C)c1S(=O)(=O)NC1CC(c2cc(N3CCCC3)ncn2)C1 (configuration not stated) ?
12-LOX inh: 8%

Results for CCC(CO)Nc1nc(-c2ccco2)c2c(c1C#N)CCCC2 (configuration not stated) ?
12-LOX inh: inconclusive

Results for O=C(O)CCCC(=O)N1CCN(c2ccc(Cl)c(Cl)c2)CC1 ?
12-LOX inh: inconclusive

What do the screens show for `O=c1n(-c2ccc(Cl)cc2)nc2n1CCN(CC1CC1)C2`?
12-LOX inh: 1%[12.5 µM]

How did O=C(O)c1cc(-c2cccs2)nc2ccc(Cl)cc12 do in these assays?
12-LOX inh: inconclusive

How did NC(=O)c1ccc(S(=O)(=O)N2CCN(C(=O)c3cc4c(s3)CCC4)CC2)cc1 do in these assays?
12-LOX inh: -24%

What do the screens show for `Cc1ccc(NC(=O)CC(C)(C)CC(=O)O)c(C)c1`?
12-LOX inh: 64%[activator]

How did O=C(CSc1nc2ccccc2c(=O)n1CCn1cc(Cl)cn1)Nc1ccc(F)c(Cl)c1 do in these assays?
12-LOX inh: 58%

How did O=C(c1ccc(C2CCCNC2)cc1)N1CCN(C2CCOCC2)CC1 (configuration not stated) do in these assays?
12-LOX inh: 37%[activator]

How did Cn1c(=O)c2c(ncn2CC(=O)Nc2ccc(F)c(F)c2)n(C)c1=O do in these assays?
12-LOX inh: -1%

Results for CN(C)c1ccc(CN[C@H]2[C@H](O)[C@@H](N3CCC(Cc4ccccc4)CC3)[C@@H]3OC[C@H]2O3)cc1 ?
12-LOX inh: 44%[activator]

How did CC(C)c1ccc(CCC(=O)NC2CC(C)(C)NC(C)(C)C2)cc1 do in these assays?
12-LOX inh: -14%

Results for COc1ccc(Nc2nc(N)c(C(=O)c3cc(C)ccc3C)s2)cc1 ?
12-LOX inh: inconclusive

How did O[C@@H]1CO[C@H]2[C@@H]1OC[C@@H]2n1nnnc1-c1ccc(-c2ccccc2)cc1 do in these assays?
12-LOX inh: -2%[176 µM]

How did O=C(c1n[nH]c(=O)c2ccccc12)N1CC2CC(C1)[C@H]1CCCC(=O)N1C2 (some centres not stated) do in these assays?
12-LOX inh: 19%

What do the screens show for `COc1ccc(CN(C(=O)c2cccc(C#N)c2)C2CC2)cc1`?
12-LOX inh: 7%

Results for CCCOc1ccc(NC(=O)c2ccccc2)c2cccnc12 ?
12-LOX inh: 18%

Results for Cc1cc(C)cc(NC(=O)C2CC(=O)NC(=NCc3ccccc3)N2)c1 (configuration not stated) ?
12-LOX inh: -2%

How did Cc1cc(S(=O)(=O)N(C)CC2CCOC2)ccc1Cl (configuration not stated) do in these assays?
12-LOX inh: 10%

How did COc1ccc(C2=NN(C(=O)CN3CCc4ccccc4C3)C(c3ccco3)C2)cc1 (configuration not stated) do in these assays?
12-LOX inh: -22%

How did Cc1c(C)c2ccc(OCC(=O)NCc3ccc(S(N)(=O)=O)cc3)cc2oc1=O do in these assays?
12-LOX inh: 6%

How did CC(=O)Nc1ccc(NC(=O)c2cc3sc(C)c(CN4CCCCC4)c3[nH]2)cc1 do in these assays?
12-LOX inh: 15%

What do the screens show for `O=C(NCc1ccccc1)N1CC(Oc2cccc(-c3nc(-c4ccccc4)no3)c2)C1`?
12-LOX inh: 9%

Results for O=C(CCc1cc(Cl)no1)N(CCS(=O)(=O)N1CCOCC1)Cc1cccnc1 ?
12-LOX inh: inconclusive

What do the screens show for `O=C(O)[C@H](Cc1c[nH]c2ccccc12)N1C(=O)c2ccccc2C1=O`?
12-LOX inh: -14%

Results for CC(C)OCc1ccccc1CNS(=O)(=O)c1ccc(F)cc1 ?
12-LOX inh: 20%

How did Cc1cccc(CNc2ncncc2-c2ccccc2C)c1 do in these assays?
12-LOX inh: inconclusive

What do the screens show for `Cc1cccc(NC(=O)CNC(=O)COC(=O)Cc2n[nH]c(=O)c3ccccc23)c1C`?
12-LOX inh: inconclusive

Results for O=C(c1ccccc1-n1cccn1)N1CCOc2c(cc(-c3ncc(C(F)(F)F)cc3Cl)cc2OCC2CCCO2)C1 (configuration not stated) ?
12-LOX inh: 12%

What do the screens show for `Cc1cccc(NCCC#N)c1C`?
12-LOX inh: 10%

How did Cc1ccc(NC(=O)Cc2n[nH]c(=O)c3ccccc23)cc1C do in these assays?
12-LOX inh: 5%

Results for Cc1oc2cc(OS(C)(=O)=O)ccc2c(=O)c1-c1ccc(Cl)cc1 ?
12-LOX inh: inconclusive

How did Cc1cc2nc3n(c(=O)c2n1CC(=O)Nc1ccc2c(c1)OCCO2)CCCC3 do in these assays?
12-LOX inh: 1%

How did COc1cc(OC)cc(C(=O)Nc2ccc3c(c2)CN(Cc2ccc4c(c2)OCO4)C(=O)C(C)O3)c1 (configuration not stated) do in these assays?
12-LOX inh: 8%

Results for COCC[C@]1(O)CCN(C(=O)c2ccc(Cl)cc2F)C[C@H]1C ?
12-LOX inh: 39%[activator]

What do the screens show for `CCCOc1ccc(CN2CCCC(COc3ccccc3C(=O)NC3CC3)C2)cc1` (configuration not stated)?
12-LOX inh: -7%

Fetched by compound from above (four):
Results for Cc1cc(C)cc(NC(=O)C2CC(=O)NC(=NCc3ccccc3)N2)c1 (configuration not stated) ?
12-LOX inh: -2%

Results for Nc1ccc(/C=C/c2ccccc2)cc1 ?
12-LOX inh: 1%

How did CCn1cc(C(CC(=O)N2CCC(C)CC2)c2cccc(Cl)c2)c2ccccc21 (configuration not stated) do in these assays?
12-LOX inh: 28%

Results for COC(=O)[C@@H]1Cc2c([nH]c3ccccc23)[C@H]2C[C@@H](NCCNC(C)=O)C[C@@H](c3ccc(-c4ccccc4)cc3)N21 ?
12-LOX inh: 74%[activator]

Continued.
How did Cc1ccc(CNC2c3ccccc3-c3ccccc32)cc1 do in these assays?
12-LOX inh: 71%[activator]

What do the screens show for `O=C(Cc1ccccc1)Nc1ccnn1C1CCN(Cc2cn[nH]c2-c2ccccc2)CC1`?
12-LOX inh: 14%

What do the screens show for `C/C(=N/Nc1ccc(C(F)(F)F)cn1)c1ccc([N+](=O)[O-])cc1`?
12-LOX inh: 24%

What do the screens show for `CCCn1c(C)cnc1C1CCN(C(=O)C2CC2)C1` (configuration not stated)?
12-LOX inh: -5%

How did CCNCc1ccc(-c2ccc(F)cc2)o1 do in these assays?
12-LOX inh: 1%

What do the screens show for `Cn1ccnc1C(=O)N1CCCCCCNC(=O)[C@@H]2C[C@@H](C(=O)N3CCc4ccccc4C3)C[C@@H]21`?
12-LOX inh: 17%

What do the screens show for `COc1ccc(Nc2c(C3CC3)nc3nc(C)cc(C)n23)cc1`?
12-LOX inh: 0%

How did CNC(=O)c1cn2c(n1)CN(C(=O)OC)CC2 do in these assays?
12-LOX inh: -1%[12.5 µM]

Results for Cc1ccc(-c2nnc3ccc(C)cc3c2C(=O)O)cc1 ?
12-LOX inh: inconclusive

Results for COc1ccc(N2CC3(COCC2=O)CN(c2ccc(C(F)(F)F)cn2)C3)cc1 ?
12-LOX inh: 13%[176 µM]

Results for O=C(NN=C1CCCCC1)c1cc(-c2cccs2)nc2ccccc12 ?
12-LOX inh: 23%

What do the screens show for `Cc1nccn1CCN(C)c1ccc(-c2nc(COc3ccccc3)no2)cn1`?
12-LOX inh: 168%[activator]

Results for O=C(Nc1ccc2oc(-c3cccnc3)nc2c1)c1ccc(Cl)cc1 ?
12-LOX inh: 8%

How did CCC[C@H]1CN(C(C)=O)C[C@@H]1NC(=O)c1ccc(N2CCCC2=O)cc1 do in these assays?
12-LOX inh: 38%[activator]

Results for CC(C)(C)C(=O)Nc1nc2c(s1)C[C@@H]1[C@](C)(CO)[C@H](O)CC[C@@]1(C)[C@@H]2CC(=O)NC1CCCC1 ?
12-LOX inh: inconclusive

What do the screens show for `N#Cc1nc(-c2ccco2)oc1N1CCN(C(=O)NCC2CC2)CC1`?
12-LOX inh: 16%

Results for CC(C)NC(=O)C1=CC(c2ccco2)=NS(=O)(=O)N1C ?
12-LOX inh: inconclusive

Results for CC(=O)N1CCC2(CC1)Oc1ccc(Br)cc1C1CC(c3cccnc3)=NN12 (configuration not stated) ?
12-LOX inh: -7%

Results for Cc1ccc(-c2cc(C(=O)Nc3cccc(CO)c3)c3ccccc3n2)cc1 ?
12-LOX inh: inconclusive

How did COc1ccc2[nH]cc(CCNC(=O)CCNc3nc(Cl)nc4nc[nH]c34)c2c1 do in these assays?
12-LOX inh: -8%

How did COc1ccc(-n2nnnc2N2CCN(C(=O)Nc3ccc(C)c(F)c3)CC2)cc1C do in these assays?
12-LOX inh: -2%[6.33 µM]

How did CN(C)Cc1cccc(-c2cc(-c3ccncc3)c3cncn3c2)c1 do in these assays?
12-LOX inh: 38%[activator][176 µM]

What do the screens show for `Cc1ccc(NC(=O)C2CC(=O)Nc3ncnn32)cc1` (configuration not stated)?
12-LOX inh: 82%[activator]

Results for COc1cccc(Oc2c(C)oc3cc(OCC(N)=O)ccc3c2=O)c1 ?
12-LOX inh: -1%

How did Cc1cccc2c1nc1n2[C@@H](CNS(=O)(=O)Cc2ccccc2)COC1 do in these assays?
12-LOX inh: -23%[176 µM]

What do the screens show for `C/C1=C/CCCc2cc(OS(=O)(=O)C(F)(F)F)ccc2OCC1`?
12-LOX inh: 7%

What do the screens show for `COc1ccc(-c2cc(N3CCN(C(=O)c4ccc(OC)cc4OC)CC3)n[nH]2)cc1`?
12-LOX inh: 17%

Results for CS(=O)(=O)Oc1ccc2cc(-c3ccccc3)c(=O)oc2c1 ?
12-LOX inh: -23%

What do the screens show for `Cc1ccc(C(=O)c2oc3cc(NC(=O)c4ccncc4)ccc3c2C)cc1`?
12-LOX inh: inconclusive

How did C[C@H](O)[C@@H]1C(=O)N2CCc3c([nH]c4c(-c5ccccc5)cccc34)[C@@H]2C[C@@H]1N(C)C(=O)OCc1ccccc1 do in these assays?
12-LOX inh: -3%

Arranged by length of the SMILES (falling): some entries from above
What do the screens show for `Cn1ccnc1C(=O)N1CCCCCCNC(=O)[C@@H]2C[C@@H](C(=O)N3CCc4ccccc4C3)C[C@@H]21`?
12-LOX inh: 17%

How did COc1cccc(-c2noc(CC3CCN(C(=O)COc4cccc(C)c4)CC3)n2)c1 do in these assays?
12-LOX inh: inconclusive

How did Cc1cc2nc3n(c(=O)c2n1CC(=O)Nc1ccc2c(c1)OCCO2)CCCC3 do in these assays?
12-LOX inh: 1%

Carrying on.
Results for COCCNc1ncncc1-c1ccccc1OC ?
12-LOX inh: inconclusive

How did CNc1nccnc1-c1cccc(CN2CCOCC2)c1 do in these assays?
12-LOX inh: 27%

Results for O=C(CCc1nc2ccccc2[nH]c1=O)N1CCN(CCn2cncn2)CC1 ?
12-LOX inh: inconclusive

What do the screens show for `COCCCN(CCC(=O)NCCC(C)C)C(=O)c1cc(C)oc1C`?
12-LOX inh: inconclusive

Source: PubChem
